Compound activity (PubChem)
Pol beta inh – inhibitors of human DNA polymerase beta; Pol beta primer extension/strand displacement, fluorescence kinetic; AID 485314; Potency, µM (series often up to 114 µM), inactives show at the top dose activity change, negative = inhibition, most hits filed as inhibitors; 1.3% of 340,000 active; further: potency means the concentration at half of the fitted maximal effect; on the % scale 0 is the no-effect control and ±100 the full control effect
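Kinetic readout of DNA synthesis with strand displacement by Pol beta. Compound and 10 nM enzyme sit 15 min at room temperature; 50 nM substrate starts the reaction, read immediately and at 10 min.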
APEX1 inh – inhibitors of human APE1 endonuclease. Potency, µM (highest dose often 65.8 µM), inactives show top-dose activity change, negative = inhibition, hits mostly inhibitors. AID 2517. recombinant APE1, TAMRA/BHQ-2 abasic DNA cleavage fluorescence. 0.35% of 350,000 active;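 further: potency means the concentration at half of the fitted maximal effect; plate controls were vehicle for no effect and reference inhibitor for full effect; nearly all actives have a fitted effect of over 55% in size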
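Readout is kinetic fluorescence (ex 525, em 598 nm) from cleavage of 50 nM TAMRA/BHQ-2 THF abasic duplex by 0.75 nM APE1, compound added 15 min beforehand at RT.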
LDHA inh – blocks human lactate dehydrogenase A; P00338; purified LDHA, NADH/diaphorase-resazurin fluorescence; stronger effect = lower value; activity change, % (values are at about 110 or 230 µM); 0.15% of 480,000 active; in the data active means activity change below about -30%; inconclusive means mostly about -25% to -30%;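 further: plate controls were DMSO wells for no effect and wells without enzyme for full effect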
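Resorufin fluorescence (ex540/em590), read at 0 and 20 min after diaphorase/resazurin addition, reports the NADH left after a 5 min room-temperature reaction of 2 nM human LDH5 with 0.06 mM NADH and 0.2 mM pyruvate.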
ERG Ets-DNA blk – ERG Ets/DNA interaction inhibition | 0.028% of 370,000 active | fluorescence polarization, His-ERG Ets domain / labelled DNA | Potency, µM (top dose mostly 76.9 µM), inactives show at the highest dose FP activity, negative = inhibition, actives largely listed as inhibitors | P11308; active means well fitted inhibition curve with a large enough effect in the polarisation, with a control signal flat; inconclusive means small, poorly fitted or top-dose-only effect, or effect the other way, or a change in a side signal; inactive means no such curve, though single readings can be large or run the other way; the % refers to the polarisation;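 further: polarization taken with two DNA probes labelled with fluorescein and Texas red; potency means the concentration at half of the fitted maximal effect; % of control where 0% means no effect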
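His-tagged ERG Ets domain (1 uM in the protein solution; 300mM KCl, 50mM Tris-HCl, 1mM EDTA, 1mM DTT, pH 7.5) received compound, then a probe mix of 5 nM fluorescein-DNA and 100nM Texas-615-DNA. Fluorescence polarization was read for both dyes.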
ALOX12 inh – inhibitors of human 12S-lipoxygenase ALOX12 | P18054 | purified 12hLO, xylenol orange hydroperoxide absorbance | AID 1671190 | Potency, µM (highest dose often 108 µM), inactives show at the top dose activity change, negative = inhibition, usual class: inhibitors | 1.1% of 580,000 active; further: potency means the concentration at half of the fitted maximal effect; on the % scale 0 is the no-effect control and ±100 the full control effect
Target sequence (P18054 whole entry, looked up): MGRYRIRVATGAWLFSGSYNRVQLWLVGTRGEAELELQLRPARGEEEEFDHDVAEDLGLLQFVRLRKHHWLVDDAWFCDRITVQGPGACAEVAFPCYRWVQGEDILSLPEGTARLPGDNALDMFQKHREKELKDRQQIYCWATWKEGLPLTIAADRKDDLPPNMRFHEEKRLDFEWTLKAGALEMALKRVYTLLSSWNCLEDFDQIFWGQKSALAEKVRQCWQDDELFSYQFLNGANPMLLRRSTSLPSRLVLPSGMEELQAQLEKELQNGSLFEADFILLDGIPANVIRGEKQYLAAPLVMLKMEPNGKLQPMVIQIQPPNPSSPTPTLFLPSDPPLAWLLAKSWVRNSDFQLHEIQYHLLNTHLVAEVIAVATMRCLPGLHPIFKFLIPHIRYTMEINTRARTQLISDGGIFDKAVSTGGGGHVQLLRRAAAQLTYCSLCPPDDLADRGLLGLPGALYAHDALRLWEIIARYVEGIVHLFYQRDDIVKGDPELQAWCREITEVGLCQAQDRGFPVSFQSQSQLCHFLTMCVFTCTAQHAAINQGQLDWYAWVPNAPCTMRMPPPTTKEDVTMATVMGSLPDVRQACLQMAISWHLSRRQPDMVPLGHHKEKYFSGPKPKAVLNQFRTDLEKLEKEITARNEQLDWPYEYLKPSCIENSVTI
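Purified human 12hLO (150 nM final) in 25 mM Hepes, 0.01% Triton X-100, pH 7.0 was preincubated 15 min at room temperature with compound. Then 40 uM arachidonic acid was added, 30 min. Hydroperoxide was read by Fe-XO absorbance ratio 573/405 nm.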
POLK inh – inhibitors of human DNA polymerase kappa; Potency, µM (highest dose often 107 µM), for inactives: top-dose activity, negative = inhibition, hits mostly inhibitors; Q9UBT6; AID 588579; purified Pol kappa, fluorescent DNA synthesis assay, 10 min; 0.53% of 400,000 active; further: potency means the concentration at half of the fitted maximal effect; on the % scale 0 is the no-effect control and ±100 the full control effect
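10 nM Pol kappa was preincubated with compounds for 15 min at room temperature. Reaction started with 50 nM (final) substrate. Fluorescence read kinetically at 0 and 10 min.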
Pol eta inh – blocks human DNA polymerase eta activity; Q9Y253; recombinant Pol eta, fluorescent DNA replication assay; Potency, µM (top dose mostly 114 µM), for inactives: at the top dose activity change, negative = inhibition, usual class: inhibitors; 1.2% of 390,000 active; AID 588591; further: potency means the concentration at half of the fitted maximal effect; on the % scale 0 is the no-effect control and ±100 the full control effect
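Pol eta (10 nM) was preincubated with compounds for 15 min at room temperature, after which fluorescent replication substrate (50 nM final) was added to start the reaction. Fluorescence was read kinetically at 0 and 10 min.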
RGS4 inh – inhibitors of human regulator of G protein signaling 4; Transcreener GDP fluorescence polarization, RGS4-accelerated GTP hydrolysis; Potency, µM (titrated, usually from 114 µM), for inactives: at the highest dose activity change, negative = inhibition, hits mostly inhibitors; 0.039% of 390,000 active; AID 504845; further: potency means the concentration at half of the fitted maximal effect; on the % scale 0 is the no-effect control and ±100 the full control effect; nearly all actives have a fitted effect of over 75% in size; some results filed as inactive show a strong effect at the top dose
Target sequence (P49798 whole entry, looked up): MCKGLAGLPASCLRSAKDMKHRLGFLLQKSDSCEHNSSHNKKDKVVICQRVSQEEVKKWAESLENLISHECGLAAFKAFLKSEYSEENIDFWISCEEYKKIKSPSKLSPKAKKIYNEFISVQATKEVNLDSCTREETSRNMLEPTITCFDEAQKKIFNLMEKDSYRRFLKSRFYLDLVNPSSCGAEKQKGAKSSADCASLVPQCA
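MLSMR compounds (23 nl, pin-transferred) preincubated 10 min at room temperature with a 500nM (2x) first reagent, then RGS4 at 900nM (2x) plus Transcreener GDP mix added; fluorescence polarization (620/688 nm) read before and after 90 min at 30 °C.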
Apoferritin bind – binds horse apoferritin like a general anesthetic; P02791; apoferritin/1-aminoanthracene competitive binding, fluorescence; Potency, µM (titrated, usually from 77.5 µM), for the others: at the highest dose activity change, negative = displacement, usual class: inhibitors; 0.074% of 350,000 active; AID 485281; further: potency means the concentration at half of the fitted maximal effect; on the % scale 0 is the no-effect control and ±100 the full control effect; nearly all actives have a fitted effect of over 20% in size
Target sequence (P02791 2-175 limits assumed): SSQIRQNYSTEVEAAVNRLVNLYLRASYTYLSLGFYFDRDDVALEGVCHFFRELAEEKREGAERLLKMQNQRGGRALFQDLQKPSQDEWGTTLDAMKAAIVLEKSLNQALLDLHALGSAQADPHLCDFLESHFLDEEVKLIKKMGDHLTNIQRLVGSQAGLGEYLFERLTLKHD
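Probe: 1-aminoanthracene (50% saturated, PBS). Protein: horse-spleen apoferritin, 10 uM. Incubation: 10 min, room temperature. Detection: 380 nm excitation, 535 nm emission. Analysis: normalized response, four-parameter Hill.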
The depositor's hits bear a star; u = inconclusive; x = no result given; & = joins results of further samples; [ ] = another dose, or the depositor's remark. Unless noted, the call rests on the fitted dose curve; in most records, active means well fitted curve in the direction sought with a large enough effect; inconclusive means small, poorly fitted or top-dose-only effect, or another doubt; inactive means no such curve, though single readings can be large; an effect the other way counts as inactive or inconclusive. Not all compounds are listed. The share of hits here may be higher or lower than overall.

SMILES	Pol beta inh	APEX1 inh	LDHA inh	ERG Ets-DNA blk	ALOX12 inh	POLK inh	Pol eta inh	RGS4 inh	Apoferritin bind
CNC(=O)COC(=O)c1ccccc1Nc1ccccc1	24%	22%	3	5%	-8%	4%	-13%	-20%	67%[activator]
COc1cccc(Cn2c(=O)sc3ccccc3c2=O)c1	-9%	1%	-5	-1%	-1%	-16%	-6%	6%	u
CN(CCO)c1ccc(C=NNc2ccc([N+](=O)[O-])cc2S(=O)(=O)Nc2ccccc2C(=O)O)cc1	x	-24%	-7	-3%	40µM*	-37%	u	u	x
CC1CCN(Cc2nnnn2CCCC(=O)NCCc2cnn(C)c2)CC1	18%	56%[activator]	-4	5%	-22%	-1%	-19%	-7%	-2%
N#C/C(=C/c1ccc(Oc2ccc([N+](=O)[O-])cn2)cc1)C(=O)N1CCOCC1	18%	0%	-5	0%	-22%	6%	-1%	5%	-2%
Oc1ccc(Br)cc1/C=N/n1c(C2CCCCC2)n[nH]c1=S	-6%	-15%	-1	10%	8%	2%	-10%	-34%[56.9 µM]	-1%
O=C(CSc1ncnc2c1nnn2Cc1ccccc1)NC1CCCC1	-6%	1%	-9	3%	57%[activator]	0%	-3%	0%	-9%
Cc1oc2c(CN(C)C)c(O)ccc2c(=O)c1-c1cscn1	17%	-4%	-2	x	5%	-8%	11%	15%	-4%
COc1ccc(C(=O)O)cc1S(=O)(=O)N1CCN(Cc2ccc3c(c2)OCO3)CC1	x	33%	-1	-7%	-6%	2%	-5%	-16%	x
O=C(c1ccccc1)N1CCCCC(S(=O)(=O)c2ccc3ccccc3c2)C1=O (stereo not given)	23%	-2%	9	-15%	12%	0%	-15%	-33%	u
Cc1ccc(C(=O)CCNc2cccc(Br)c2)o1	-18%	2%	-3	-3%	-23%	-11%	0%	19%	u
CCN1CCN(C(=O)c2ccc3c(c2)N(Cc2ccc(F)cc2)C(=O)c2ccccc2S3=O)CC1 (stereo not given)	0%	-5%	-5	-7%	u	15%	-22%	-2%	-14%
CN(N)C(=S)NCc1ccccc1	41%	12%	3	1%	-7%	5%	-8%	-22%	-16%
Cn1c(=O)cc(OCC(=O)NCc2ccc(F)cc2Cl)c2ccccc21	7%	x	-6	5%	-20%	-9%	-2%	0%	54%[activator]
COc1ccc(-c2[nH]ncc2CN2CCC(OCc3ccccn3)CC2)c(F)c1	2%	0%	1	-11%	0%	13%	-15%	-20%	-4%
CCOc1ccccc1CN1CCN(Cc2nc3ccccc3s2)CC1CCO (stereo not given)	5%	-1%	0	-1%	2%	-8%	-1%	18%	-12%
O=C1NC(=O)/C(=C/c2ccc(O)cc2)S1	0%	-7%	-2	7%	-2%	-4%	-16%	-16%	-5%
NS(=O)(=O)c1cccc(NC(=O)CN2CCN(S(=O)(=O)c3ccc4c(c3)OCCO4)CC2)c1	x	24%	-8	4%	-25%	-14%	-19%	-18%	x
CCCC1=C(C(=O)OCC)C(c2ccco2)n2ncnc2N1 (stereo not given)	28%	2%	-4	-10%	29%	0%	-6%	-4%	-15%
O=c1cc(CSc2nnc(C3CC3)n2Cc2ccccc2)nc2sccn12	24%	16%	1	0%	0%	0%	-12%	-29%[56.9 µM]	-4%
CCOC(=O)c1ccc(CNS(=O)(=O)c2c(C)ccc3nsnc23)o1	1%	-1%	-3	-6%	0%	-13%	0%	23%	5%
CCc1ccc(CNCc2c(C(=O)O)n(Cc3ccc(F)cc3Cl)c3cc(OC)ccc23)cc1	3%	x	-4	-5%	5%	-5%	-19%	12%	u
CCCCOCCCNCc1cccn1CCN1CCOCC1	22%	-1%	-14	1%	u	-10%	4%	-2%	-3%
Cc1ccccc1NC(=O)COc1nsnc1N1CCOCC1	-8%	2%	-12	3%	0%	-3%	-2%	3%	-11%
Cc1cc(C)c2c(C(C)(C)C)nn(-c3ccccc3)c2n1	-27%	23%	1	-1%	20%	8%	-13%	6%	19%
Cc1cc(C)cc(NC(=O)C2CCN(c3cc(C)nc4c(-c5ccc(Cl)cc5)c(C)nn34)CC2)c1	0%	x	-7	5%	-5%	-10%	-17%	-2%	9%
CCN(CC)c1ccc(C2C3CCCCC3(O)CCN2C(=O)c2cccs2)cc1 (stereo not given)	-18%	-1%	10	-2%	u	-9%	u	-9%	u
O=C(CSc1ncc(S(=O)(=O)c2ccc(Cl)cc2)c(=O)[nH]1)Nc1ccc2c(c1)OCCO2	u	x	-4	-1%	u	2%	4%	14%	-10%
COc1ccc(C)cc1NC(=O)C1C2C=CC(C2)C1C(=O)O (stereo not given)	9%	-1%	4	-8%	0%	-3%	3%	36%	-8%
Cc1cc(C)cc(NC(=O)CN2C(=O)c3ccccc3Sc3ccc(C(=O)N4CCOCC4)cc32)c1	-30%	x	-1	-4%	u	-12%[60.1 µM]	10%	-51%	-12%

Molecules listed so far that have a nitro group on carbon:
SMILES	Pol beta inh	APEX1 inh	LDHA inh	ERG Ets-DNA blk	ALOX12 inh	POLK inh	Pol eta inh	RGS4 inh	Apoferritin bind
CN(CCO)c1ccc(C=NNc2ccc([N+](=O)[O-])cc2S(=O)(=O)Nc2ccccc2C(=O)O)cc1	x	-24%	-7	-3%	40µM*	-37%	u	u	x
N#C/C(=C/c1ccc(Oc2ccc([N+](=O)[O-])cn2)cc1)C(=O)N1CCOCC1	18%	0%	-5	0%	-22%	6%	-1%	5%	-2%

Taken from above:
`CCN(CC)c1ccc(C2C3CCCCC3(O)CCN2C(=O)c2cccs2)cc1` (stereo not given) @ POLK inh = -9%
`COc1ccc(C)cc1NC(=O)C1C2C=CC(C2)C1C(=O)O` (stereo not given) @ Pol eta inh = 3%

Following part.
SMILES	Pol beta inh	APEX1 inh	LDHA inh	ERG Ets-DNA blk	ALOX12 inh	POLK inh	Pol eta inh	RGS4 inh	Apoferritin bind
CCC(C(=O)N1CCOCC1)n1nc(C)c2sc3ccccc3c2c1=O (stereo not given)	10%	94%[activator]	1	3%	-26%	15%	-6%	-4%	8%
COc1ccc(CN(CCN2CCOCC2)C(=O)c2c(F)cccc2F)cc1OC	8%	12%	-2	-5%	-11%	5%	0%	17%	-7%
c1ccc(OCCN2CCOCC2)cc1	-18%	7%	-10	4%	11%	14%	-5%	-14%	6%
O=C(NC(=S)Nc1ccccc1Cl)c1cncc(C#Cc2ccccc2)c1	-10%	1%	1	3%	18%	0%	-8%	-30%	-7%
CCOc1cc(C(C(=O)NCC2CCCO2)N(C(=O)Cn2nnc3ccccc32)c2ccc(C(C)=O)cc2)ccc1O (stereo not given)	35%	50%[activator]	2	13%	-2%	-1%	-15%	-32%	-9%
Cc1cccc(Nc2c3c(nc4nncn24)CCC3)c1	22%	x	-4	-4%	-7%	5%	x	2%	1%
Cc1ccc(NC2=C(N3CCCCC3)C(=O)c3ccccc3C2=O)cc1	-23%	u	22	x	u	-8%	-11%	-23%	u
Cc1ccc(NC(=O)c2cn3c4c(ccc(Cl)c4c2=O)OC(C)C3)c(C)c1 (stereo not given)	21%	x	1	0%	-19%	-5%	-4%	-6%	-9%
COc1cccc(C2C(C#N)=C(N)Oc3c2oc(CO)cc3=O)c1OC (stereo not given)	-10%	5%	10	-5%	-12%	2%	6%	14%	-11%
CCCN(CCC)CC(O)Cn1cc(/C=C/C(=O)c2ccc(Br)cc2)c2ccccc21 (stereo not given)	5%	x	1	-2%	u	-1%	-1%	7%	-12%
COc1ccc(CN(C(=S)Nc2ccccc2)C2CC(=O)N(c3ccccc3)C2=O)cc1 (stereo not given)	u	1%	1	-5%	-18%	-5%	-18%	-40%	-5%
Cc1ccc(CN(C(=O)c2csnn2)C(C(=O)NC2CCCC2)c2cccnc2)cc1 (stereo not given)	-23%	38%	-1	-12%	0%	-3%	-10%	-14%	2%
OC(c1ccccc1)c1nccc2ccccc12 (stereo not given)	7%	-2%	-4	-8%	u	-7%	-10%	18%	-17%
COc1cc(OC)cc(C(=O)NCC(=O)N2CCC(C)CC2)c1	1%	23%	-1	6%	0%	0%	u	4%[11.4 µM]	-1%
N#CCCn1c(C(C#N)(CCC#N)CCC#N)nc2ccccc21	24%	12%	-3	x	1%	-7%	11%	-6%	9%
O=C(NCCc1ccccc1)C1CCN(S(=O)(=O)N2CCCCCC2)CC1	31%[activator]	11%	-5	2%	-1%	3%	-2%	32%	-6%
O=C(Nc1nnc(S(=O)(=O)Nc2ccccc2)s1)C1CCCCC1	32%&8%	-10%	-5&-12	-6%&3%	6%[57.4 µM]	-4%&-10%	13%&-7%	12%&10%	-12%&-8%
CCCn1c(SCC(=O)NC(C)(C)C)nnc1-c1ccco1	7%	16%	-9	0%	-12%	3%	-16%	-7%	-6%
CCCCN1C(=O)CC(Sc2ccccc2C(=O)O)C1=O (stereo not given)	9%	-2%	-1	-12%	-7%	-9%	-3%	24%	u
CC(=O)Nc1cccc(NC(=O)CCc2ccccc2)c1	0%	-4%	-2	-5%	26%	-11%	-15%	0%	-11%
CC(NC(=O)NCCCC(=O)O)(C(F)(F)F)C(F)(F)F	-6%	0%	-7	-7%	0%	-3%	-2%	33%	-18%
C=CCNC(=O)C(=O)NCCOc1ccccc1Cl	-2%	14%	-4	-5%	2%	-6%[60.1 µM]	-21%	16%	4%
Cc1oc(C(C)(C)C)cc1C(=O)NCc1ccc2c(c1)OCO2	-1%	0%	-12	-3%	u	-19%	-21%	-10%	u
CC(=O)c1c(C)oc2c1cc(NS(=O)(=O)c1ccc(C(=O)O)cc1)c1ccccc12	-17%	11%	26	5%	-7%	-14%	5%	14%	-8%
